Bim-Bcl-XL: inhibitors of Bim-Bcl-XL binding, primary screen, biochemical, multiplexed, bead flow cytometry, human Bcl-XL; 190,000 tested, 0.04% active; Bim peptide-Bcl-XL binding, fluorescence; Bcl-2-like protein 1 (Homo sapiens), Q07817; inhibition, % at 10 µM
RGS7-Gao: RGS7-Galphao binding modulators, primary screen, biochemical, multiplexed bead flow cytometry; 220,000 tested, 0.35% active; Guanine nucleotide-binding protein G(o) subunit alpha (Homo sapiens), P09471; binding response (% of control), % at 10 µM; actives lie on both sides; AID 1439, 2008; in the data active = binding response below about 49% or above about 150%; inconclusive = no clear call, values can overlap the other calls; inactive = in between;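 also: fluorescent Galphao held in activated GDP-AlF4 state binding bead-coupled RGS7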
Bcl-B Bim block: inhibitors of Bim-Bcl-B binding, primary screen, biochemical, multiplexed, human Bcl-2 family | bead-based flow cytometry, Bim peptide-Bcl-B binding | inhibition, % at 10 µM | 190,000 tested, 0.073% active;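 also: 0% = tracer peptide without compound and 100% = reference inhibitor peptide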
Target sequence (Q9HD36 whole entry, looked up): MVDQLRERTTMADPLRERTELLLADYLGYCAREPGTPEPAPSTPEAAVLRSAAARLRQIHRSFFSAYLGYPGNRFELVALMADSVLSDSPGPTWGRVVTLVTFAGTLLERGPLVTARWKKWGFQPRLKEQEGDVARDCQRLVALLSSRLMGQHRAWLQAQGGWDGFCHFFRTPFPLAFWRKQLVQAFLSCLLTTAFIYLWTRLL
Bim-Mcl-1: inhibitors of Bim peptide binding to Mcl-1, primary screen, biochemical, bead-based flow cytometry, multiplex; 190,000 tested, 0.1% active; inhibition, % at 10 µM; Bim peptide-Mcl-1 binding;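 also: 0% = no compound tracer wells and 100% = peptide blocker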
Target sequence (Q07820 whole entry, looked up): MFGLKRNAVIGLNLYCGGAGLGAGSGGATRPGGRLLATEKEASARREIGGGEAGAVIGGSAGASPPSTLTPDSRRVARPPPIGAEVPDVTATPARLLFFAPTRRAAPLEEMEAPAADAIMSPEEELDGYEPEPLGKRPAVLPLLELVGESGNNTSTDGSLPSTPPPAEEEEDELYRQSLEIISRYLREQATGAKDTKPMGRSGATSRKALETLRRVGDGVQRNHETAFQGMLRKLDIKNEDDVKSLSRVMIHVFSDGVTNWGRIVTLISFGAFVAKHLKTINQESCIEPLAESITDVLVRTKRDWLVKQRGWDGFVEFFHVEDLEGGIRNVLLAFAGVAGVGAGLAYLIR
RGS8-Gao reg: RGS8-Galphao binding modulators, primary screen, biochemical, multiplexed bead flow cytometry; Guanine nucleotide-binding protein G(o) subunit alpha (Homo sapiens), P09471; actives lie on both sides; response (percent of control binding), % at 10 µM; 220,000 tested, 0.34% active; AID 1423, 2008; in the data active = response below about 60% or above about 140%; inactive = in between;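 also: Galphao activated as the GDP aluminium fluoride complex binding bead-coupled RGS8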
Bfl-1 Bim block: inhibitors of Bim binding to Bfl-1, primary screen, biochemical, multiplexed, bead-based flow cytometry; Bcl-2-related protein A1 (Homo sapiens), Q16548; Bim-Bfl-1 binding inhibition; 190,000 tested, 0.12% active; AID 1008, 2008; inhibition, % at 10 µM;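 also: 0% = wells without compound plus tracer and 100% = blocker peptide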
Bim-Bcl-2: inhibitors of Bim-Bcl-2 binding, primary screen, biochemical, multiplexed, human Bcl-2 family. Apoptosis regulator Bcl-2 (Homo sapiens), P10415. Bead-based flow cytometry, Bim peptide-Bcl-2 binding. inhibition, % at 10 µM. 190,000 tested, 0.06% active. AID 950, 2007; in the data active = inhibition above about 40%; inconclusive = no clear call, values can overlap the other calls;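 also: 0% = no compound wells with probe peptide and 100% = reference peptide inhibitor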
Target sequence (P10415 whole entry, looked up): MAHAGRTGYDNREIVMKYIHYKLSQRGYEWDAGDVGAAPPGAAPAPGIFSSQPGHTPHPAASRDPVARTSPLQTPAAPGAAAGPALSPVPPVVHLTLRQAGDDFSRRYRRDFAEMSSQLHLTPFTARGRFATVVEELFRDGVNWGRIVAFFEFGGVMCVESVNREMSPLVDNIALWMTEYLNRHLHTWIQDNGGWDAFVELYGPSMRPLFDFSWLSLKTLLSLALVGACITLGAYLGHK
Mcl1-Bid inh: Mcl-1/Bid binding inhibitors, primary screen, biochemical, TR-FRET, 1536-well; Induced myeloid leukemia cell differentiation protein Mcl-1 (Homo sapiens), Q07820; TR-FRET Mcl-1/Bid-Dy647 peptide binding; inhibition, % at 21.7 µM; 220,000 tested, 0.97% active;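 active = compounds that cut the binding signal by more than half at the single screening dose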;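 also: His-tagged Mcl-1 with europium anti-His antibody binding Bid BH3 peptide; 0% = Mcl-1 plus peptide wells and 100% = peptide-only wells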
Bim-Bcl-W: inhibitors of Bim binding to Bcl-W, primary screen, biochemical, multiplexed, bead-based flow cytometry; Bcl-2-like protein 2 (Homo sapiens), Q92843; Bim peptide-Bcl-W binding; inhibition, % at 10 µM; 190,000 tested, 0.02% active; AID 952, 2007;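 also: 0% = bound tracer without compound and 100% = peptide blocker; higher means less fluorescent Bim peptide bound to Bcl-W beads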
Target sequence (Q92843 whole entry, looked up): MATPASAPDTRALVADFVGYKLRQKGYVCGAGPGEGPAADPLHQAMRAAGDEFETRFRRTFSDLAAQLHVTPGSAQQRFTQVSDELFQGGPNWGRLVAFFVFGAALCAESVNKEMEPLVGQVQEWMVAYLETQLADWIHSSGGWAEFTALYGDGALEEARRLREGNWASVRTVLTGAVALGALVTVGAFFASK
RGS4-Gao reg: modulators of RGS4 binding to Galphao, primary screen, biochemical, multiplexed bead flow cytometry; Guanine nucleotide-binding protein G(o) subunit alpha (Homo sapiens), P09471; actives lie on both sides; binding response (% of control), % at 10 µM; 220,000 tested, 0.33% active; AID 1415, 2008; in the data active = binding response below about 49% or above about 150%; inactive = in between;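 also: fluorescent Galphao activated with aluminum fluoride binding bead-coupled RGS4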
GSH bead fluor: compound fluorescence on glutathione beads, profiling panel, artefact control, biophysical, 488/530 nm, flow cytometry; GSH beads flow cytometry, compound fluorescence 488/530 nm; active compounds read high; fluorescence (KMESF) at 10 µM; 190,000 tested, 0.25% active; AID 1776, 2009; in the data active = fluorescence above about 89;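 also: glutathione beads carrying GST-tagged Bcl family fusion proteins plus one bare bead set; values are compound well signal with DMSO vehicle wells as background; inactives centre near 16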
Active calls of the source: *. Rule as the data show it, unless noted: active = inhibition above about 40%. These rows are one share of the data; rates above refer to the full screens.

For CC(C)n1c(=O)c(C=Nc2ccc(Br)cc2)c(O)n(Cc2ccco2)c1=O the results were Bim-Bcl-XL 5, RGS7-Gao 91, Bcl-B Bim block 6, Bim-Mcl-1 1, RGS8-Gao reg 88, Bfl-1 Bim block 2, Bim-Bcl-2 2, Mcl1-Bid inh -19, Bim-Bcl-W 1, RGS4-Gao reg 92 and GSH bead fluor 11.
For COC(=O)CCCNC(=O)CN1CC(c2ccccc2)CC1=O (stereo not given) the results were Bim-Bcl-XL -1, RGS7-Gao 97, Bcl-B Bim block -3, Bim-Mcl-1 -1, RGS8-Gao reg 98, Bfl-1 Bim block -7, Bim-Bcl-2 -4, Mcl1-Bid inh -22, Bim-Bcl-W -5, RGS4-Gao reg 98 and GSH bead fluor 70.
Screening COc1ccc(/C=N\N=C(N)N)cc1 returned Bim-Bcl-XL -6, RGS7-Gao 109, Bcl-B Bim block -5, Bim-Mcl-1 -3, RGS8-Gao reg 105, Bfl-1 Bim block -3, Bim-Bcl-2 -1, Mcl1-Bid inh -7, Bim-Bcl-W -3, RGS4-Gao reg 105 and GSH bead fluor 13.
COc1ccc(-c2cc(-c3ccccc3)[n+](C)c(-c3ccccc3)c2)cc1 was read as Bim-Bcl-XL -5, RGS7-Gao 100, Bcl-B Bim block -5, Bim-Mcl-1 -4, RGS8-Gao reg 103, Bfl-1 Bim block -9, Bim-Bcl-2 -3, Mcl1-Bid inh -6, Bim-Bcl-W -5, RGS4-Gao reg 105 and GSH bead fluor 9.
`COc1cc(C2NCc3ccccc3-n3cccc32)ccc1O` (stereo not given) gave Bim-Bcl-XL -15, RGS7-Gao 103, Bcl-B Bim block -11, Bim-Mcl-1 -6, RGS8-Gao reg 100, Bfl-1 Bim block -15, Bim-Bcl-2 -12, Mcl1-Bid inh 9, Bim-Bcl-W -5, RGS4-Gao reg 95 and GSH bead fluor 36.
`OC(CCNCCc1c[nH]c2ccccc12)C(F)(F)F` (stereo not given) gave Bim-Bcl-XL -2, RGS7-Gao 94, Bcl-B Bim block -7, Bim-Mcl-1 -2, RGS8-Gao reg 100, Bfl-1 Bim block -9, Bim-Bcl-2 -4, Mcl1-Bid inh -34, Bim-Bcl-W -3, RGS4-Gao reg 95 and GSH bead fluor 12.
`Cc1ccc2nc(N3CCC(C(=O)N4CCC5(CC4)OCCO5)CC3)sc2c1` gave Bim-Bcl-XL -4, RGS7-Gao 98, Bcl-B Bim block -9, Bim-Mcl-1 0, RGS8-Gao reg 101, Bfl-1 Bim block -17, Bim-Bcl-2 -8, Mcl1-Bid inh -17, Bim-Bcl-W 1, RGS4-Gao reg 99 and GSH bead fluor 25.
Screening CN1C(=O)c2ccccc2NC(=O)C1Cc1ccccc1 (stereo not given) returned Bim-Bcl-XL 3, RGS7-Gao 100, Bcl-B Bim block -1, Bim-Mcl-1 4, RGS8-Gao reg 99, Bfl-1 Bim block -1, Bim-Bcl-2 1, Mcl1-Bid inh -9, Bim-Bcl-W 5, RGS4-Gao reg 99 and GSH bead fluor 23.
`COc1ccc2nc(/N=C/c3c(O)n(-c4cccc(Cl)c4)c(=O)[nH]c3=O)sc2c1` gave Bim-Bcl-XL -1, RGS7-Gao 104, Bcl-B Bim block -5, Bim-Mcl-1 2, RGS8-Gao reg 102, Bfl-1 Bim block -2, Bim-Bcl-2 -1, Mcl1-Bid inh -8, Bim-Bcl-W 1, RGS4-Gao reg 99 and GSH bead fluor 13.
Screening CC(C)=CCSc1nnc([C@@H](N)Cc2c[nH]c3ccccc23)o1 returned Bim-Bcl-XL -8, RGS7-Gao 102, Bcl-B Bim block -10, Bim-Mcl-1 2, RGS8-Gao reg 102, Bfl-1 Bim block -5, Bim-Bcl-2 -3, Mcl1-Bid inh -39, Bim-Bcl-W 4, RGS4-Gao reg 102 and GSH bead fluor 56.
`CC(C)(C)N(NC(=O)c1ccccc1)C(=O)c1ccccc1` gave Bim-Bcl-XL -1, RGS7-Gao 110, Bcl-B Bim block 0, Bim-Mcl-1 -1, RGS8-Gao reg 106, Bfl-1 Bim block -2, Bim-Bcl-2 -1, Mcl1-Bid inh 5, Bim-Bcl-W -4, RGS4-Gao reg 105 and GSH bead fluor 23.
For N#CCC(=O)NN1Cc2ccccc2C1=N the results were Bim-Bcl-XL -3, RGS7-Gao 101, Bcl-B Bim block -2, Bim-Mcl-1 -7, RGS8-Gao reg 98, Bfl-1 Bim block 1, Bim-Bcl-2 0, Mcl1-Bid inh 0, Bim-Bcl-W -4, RGS4-Gao reg 101 and GSH bead fluor 11.
For O=C1NC(=O)N(Cc2ccccc2)C(=O)/C1=C/c1cnc(-c2ccccc2)nc1 the results were Bim-Bcl-XL -4, RGS7-Gao 97, Bcl-B Bim block 0, Bim-Mcl-1 -3, RGS8-Gao reg 87, Bfl-1 Bim block 0, Bim-Bcl-2 -1, Mcl1-Bid inh -17, Bim-Bcl-W 0, RGS4-Gao reg 94 and GSH bead fluor 12.
Screening CC1(C)CC(n2[nH]c(=O)c3c2NC(=O)CSC3c2ccc(F)cc2)CCO1 (stereo not given) returned Bim-Bcl-XL -3, RGS7-Gao 98, Bcl-B Bim block 0, Bim-Mcl-1 6, RGS8-Gao reg 105, Bfl-1 Bim block -6, Bim-Bcl-2 -1, Mcl1-Bid inh -42, Bim-Bcl-W 9, RGS4-Gao reg 104 and GSH bead fluor 7.
Screening CP(=O)(O)CN1CCCCC1 returned Bim-Bcl-XL 0, RGS7-Gao 106, Bcl-B Bim block -6, Bim-Mcl-1 -1, RGS8-Gao reg 104, Bfl-1 Bim block -5, Bim-Bcl-2 -3, Mcl1-Bid inh 0, Bim-Bcl-W -2, RGS4-Gao reg 105 and GSH bead fluor 20.
CCC(=Nc1ccc(OC)cc1OC)c1c(O)n(C2CCCCC2)c(=O)[nH]c1=O was read as Bim-Bcl-XL -11, RGS7-Gao 97, Bcl-B Bim block -5, Bim-Mcl-1 0, RGS8-Gao reg 100, Bfl-1 Bim block -8, Bim-Bcl-2 -8, Mcl1-Bid inh -3, Bim-Bcl-W 0, RGS4-Gao reg 101 and GSH bead fluor 30.
For C/C(=N\N1CCCCC1c1cccnc1)c1c(O)n(C2CCCCC2)c(=S)[nH]c1=O (stereo not given) the results were Bim-Bcl-XL 21, RGS7-Gao 98, Bcl-B Bim block 15, Bim-Mcl-1 20, RGS8-Gao reg 103, Bfl-1 Bim block 19, Bim-Bcl-2 13, Mcl1-Bid inh -29, Bim-Bcl-W 15, RGS4-Gao reg 101 and GSH bead fluor 14.
`Brc1ccc(CN2CCNCC2)s1` gave Bim-Bcl-XL 2, RGS7-Gao 100, Bcl-B Bim block -5, Bim-Mcl-1 -5, RGS8-Gao reg 99, Bfl-1 Bim block -13, Bim-Bcl-2 -6, Mcl1-Bid inh -17, Bim-Bcl-W 2, RGS4-Gao reg 100 and GSH bead fluor 269*.
For O=P(NCc1ccccc1)(Oc1ccccc1)Oc1ccccc1 the results were Bim-Bcl-XL -6, RGS7-Gao 95, Bcl-B Bim block 0, Bim-Mcl-1 -3, RGS8-Gao reg 103, Bfl-1 Bim block 4, Bim-Bcl-2 -1, Mcl1-Bid inh -6, Bim-Bcl-W -4, RGS4-Gao reg 95 and GSH bead fluor 19.
For NC1CCCCC1N=Cc1c(O)n(Cc2ccc(F)cc2)c(=O)[nH]c1=O (stereo not given) the results were Bim-Bcl-XL -5, RGS7-Gao 105, Bcl-B Bim block -5, Bim-Mcl-1 -1, RGS8-Gao reg 105, Bfl-1 Bim block -14, Bim-Bcl-2 -7, Mcl1-Bid inh -22, Bim-Bcl-W 1, RGS4-Gao reg 105 and GSH bead fluor 5.
Screening O=c1cccc2n1CC1CC2CN(S(=O)(=O)c2ccccc2)C1 (stereo not given) returned Bim-Bcl-XL -3, RGS7-Gao 102, Bcl-B Bim block -2, Bim-Mcl-1 -2, RGS8-Gao reg 104, Bfl-1 Bim block -1, Bim-Bcl-2 -3, Mcl1-Bid inh -10, Bim-Bcl-W 0, RGS4-Gao reg 98 and GSH bead fluor 18.
For CCn1c(=O)cc(OCC(=O)N2CCN(Cc3ccc4c(c3)OCO4)CC2)c2ccccc21 the results were Bim-Bcl-XL 0, RGS7-Gao 95, Bcl-B Bim block 0, Bim-Mcl-1 1, RGS8-Gao reg 99, Bfl-1 Bim block -1, Bim-Bcl-2 -1, Mcl1-Bid inh 5, Bim-Bcl-W 0, RGS4-Gao reg 101 and GSH bead fluor 17.
For O=C(CN1CC=C(c2ccccc2)CC1)NC(=O)NCc1ccco1 the results were Bim-Bcl-XL 2, RGS7-Gao 91, Bcl-B Bim block 0, Bim-Mcl-1 -1, RGS8-Gao reg 97, Bfl-1 Bim block 7, Bim-Bcl-2 1, Mcl1-Bid inh -32, Bim-Bcl-W 4, RGS4-Gao reg 89 and GSH bead fluor 8.
`O=C(c1cccc(C(F)(F)F)c1)C1CCCN(Cc2ccccc2O)C1` (stereo not given) gave Bim-Bcl-XL 0, RGS7-Gao 98, Bcl-B Bim block -2, Bim-Mcl-1 7, RGS8-Gao reg 112, Bfl-1 Bim block 0, Bim-Bcl-2 2, Mcl1-Bid inh -18, Bim-Bcl-W 1, RGS4-Gao reg 101 and GSH bead fluor 31.
Screening COc1cc(C)cc(CN2CC=C(c3ccccc3)CC2)c1O returned Bim-Bcl-XL -2, RGS7-Gao inconclusive, Bcl-B Bim block -3, Bim-Mcl-1 -1, RGS8-Gao reg 99, Bfl-1 Bim block -5, Bim-Bcl-2 -2, Mcl1-Bid inh -62, Bim-Bcl-W -2, RGS4-Gao reg 100 and GSH bead fluor 13.
COC(=O)C(c1ccccc1)N1CCCCCC1 (stereo not given) was read as Bim-Bcl-XL -3, RGS7-Gao 103, Bcl-B Bim block -2, Bim-Mcl-1 -4, RGS8-Gao reg 101, Bfl-1 Bim block 0, Bim-Bcl-2 -2, Mcl1-Bid inh 6, Bim-Bcl-W -2, RGS4-Gao reg 100 and GSH bead fluor 11.
Screening Nc1c(C(=O)OC2CCCCC2)c2nc3ccccc3nc2n1CC1CCCO1 (stereo not given) returned Bim-Bcl-XL -1, RGS7-Gao 104, Bcl-B Bim block -3, Bim-Mcl-1 3, RGS8-Gao reg 101, Bfl-1 Bim block -2, Bim-Bcl-2 1, Bim-Bcl-W 0, RGS4-Gao reg 104 and GSH bead fluor 32.
Screening O=C1NC(=O)N(Cc2ccco2)C(=O)/C1=C/c1cccn1CCOc1ccccc1Cl returned Bim-Bcl-XL -6, RGS7-Gao 107, Bcl-B Bim block 2, Bim-Mcl-1 -5, RGS8-Gao reg 115, Bfl-1 Bim block -1, Bim-Bcl-2 -1, Mcl1-Bid inh -31, Bim-Bcl-W 0, RGS4-Gao reg 105 and GSH bead fluor 18.

High-throughput results from PubChem BioAssay.
